KCNK9 inh: KCNK9 potassium channel inhibitors, primary screen, HEK293 cells, thallium flux; FluxOR thallium flux fluorescence; active compounds read low; B-score at 10 µM; 310,000 compounds, 1.2% hits; AID 488922, 2010;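 active means ratio B-score over 3 SD below the library mean, with starting fluorescence within 5 SD of its mean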;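 further: negative B-score means less thallium flux so channel inhibition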
TMEM16A inh: TMEM16A chloride channel inhibitors, primary screen, cell-based, HTS | HEK293 TMEM16A/YFP iodide influx fluorescence, ionomycin | 310,000 compounds, 1.2% hits | AID 588511, 2011 | Anoctamin-1 (Mus musculus), Q8BHY3 | normalized B-score (activity score, 25-100; higher = stronger inhibition) at 10 µM;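 active means ratio plate-corrected score three or more library SD toward inhibition, starting fluorescence score within five deviations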;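 further: score derived from kinetic fluorescence span divided by baseline fluorescence per well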
Target sequence (Q8BHY3 whole entry, looked up): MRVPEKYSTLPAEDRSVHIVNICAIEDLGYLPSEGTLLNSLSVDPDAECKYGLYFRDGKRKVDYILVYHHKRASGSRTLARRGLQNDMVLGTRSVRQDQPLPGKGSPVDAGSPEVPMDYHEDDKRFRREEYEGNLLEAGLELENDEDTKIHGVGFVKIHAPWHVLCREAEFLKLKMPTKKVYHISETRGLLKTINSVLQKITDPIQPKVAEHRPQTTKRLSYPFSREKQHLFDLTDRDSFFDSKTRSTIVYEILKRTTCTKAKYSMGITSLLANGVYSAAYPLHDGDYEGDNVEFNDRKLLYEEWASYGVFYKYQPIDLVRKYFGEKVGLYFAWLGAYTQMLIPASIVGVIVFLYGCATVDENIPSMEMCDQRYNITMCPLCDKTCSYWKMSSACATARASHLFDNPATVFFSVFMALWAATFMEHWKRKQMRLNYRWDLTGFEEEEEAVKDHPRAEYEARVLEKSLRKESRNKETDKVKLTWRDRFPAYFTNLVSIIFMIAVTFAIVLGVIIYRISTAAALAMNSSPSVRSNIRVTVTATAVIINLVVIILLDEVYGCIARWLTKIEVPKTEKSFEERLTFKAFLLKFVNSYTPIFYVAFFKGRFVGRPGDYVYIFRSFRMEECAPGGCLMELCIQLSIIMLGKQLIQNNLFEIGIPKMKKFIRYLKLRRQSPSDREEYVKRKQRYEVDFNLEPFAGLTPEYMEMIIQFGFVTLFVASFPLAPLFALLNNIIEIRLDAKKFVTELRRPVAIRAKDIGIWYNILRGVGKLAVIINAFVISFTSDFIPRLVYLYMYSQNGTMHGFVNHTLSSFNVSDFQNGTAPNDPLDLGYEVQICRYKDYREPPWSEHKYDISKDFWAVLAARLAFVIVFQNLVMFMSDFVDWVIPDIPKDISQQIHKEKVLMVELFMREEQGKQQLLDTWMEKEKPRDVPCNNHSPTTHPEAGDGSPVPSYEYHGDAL
RGS4 block: RGS4 inhibitors, primary screen, cell-based, HEK293 M3R inducible RGS4, calcium flux. B-score at 10 µM. Fluo-4 calcium flux; active compounds read high; triggered by carbachol at its EC20. Regulator of G-protein signaling 4 (Homo sapiens), P49798. 310,000 compounds, 0.45% hits;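 active means B-score, a plate-corrected calcium signal, over three deviations above library mean, with baseline fluorescence within five deviations of library mean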;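 further: RGS4 expression induced by doxycycline in cells with stable M3 receptor; B-score is computed from the integrated fluorescence ratio over baseline after carbachol; higher B-score means a larger calcium signal and so more RGS4 inhibition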
KCNQ1 act: potentiators or activators of KCNQ1 channel, primary screen, cell-based, thallium flux, high-throughput. Potassium voltage-gated channel subfamily KQT member 1 (Homo sapiens), P51787. CHO-K1 KCNQ1, thallium flux FluxOR fluorescence; active compounds read high. B-score at 10 µM. 310,000 compounds, 0.35% hits;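 active means fluorescence ratio B-score, a plate-corrected score, at least three library SD, with initial intensity B-score within 5 SD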
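Assay system: CHO-K1 cells stably expressing KCNQ1. Medium: assay buffer for compound exposure, DMSO matched across wells. Timing: 37 °C overnight plating, 90-min dark dye load, 20-min compound pretreatment. Signal: kinetic FluxOR fluorescence, 10 s baseline plus 110 s post-stimulus.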
KCNQ1 block: inhibitors of human KCNQ1 channel, primary screen, cell-based, thallium flux, high-throughput | Potassium voltage-gated channel subfamily KQT member 1 (Homo sapiens), P51787 | CHO-K1 KCNQ1, FluxOR thallium flux fluorescence; active compounds read high | B-score at 10 µM | 310,000 compounds, 1.3% hits;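 active means compounds whose thallium flux B-score, printed positive for inhibition, exceeds three library SD while starting fluorescence stays within three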;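 further: channel opened by potassium depolarization with thallium stimulus after 20 min compound exposure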
ANO1 activ: TMEM16A chloride channel activators or potentiators, primary screen, cell-based, HTS; HEK293 TMEM16A/YFP-H148Q/I152L, iodide quench fluorescence; active compounds read low; B-score at 10 µM; 340,000 compounds, 0.3% hits; AID 623877, 2012;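 active means fluorescence-ratio B-score plate-corrected deviation score at least 3 library SD below zero, with starting fluorescence score within 5 deviations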;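 further: channel opened by trigger with iodide after compound preincubation; score built on the fluorescence ratio of max minus min over baseline; more negative score means more quench and so TMEM16A activation or potentiation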
SKKanGAS inh: S. pyogenes SKKanGAS growth inhibitors in kanamycin, primary screen, streptokinase expression inhibitor project, SKKanGAS strain, BacTiter-Glo luminescence; 6 h; inhibition, % at 7.5 µM; 300,000 compounds, 1.3% hits; AID 1662, 2009;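 active means mean replicate score, as percent of positive control median, at least 50; inconclusive means mean below 50 but one replicate at or above 50; inactive means mean and every replicate below 50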;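 further: strain carries kanamycin resistance gene driven by streptokinase promoter and grows in 40 µg/ml kanamycin; loss of luminescence reflects streptokinase promoter inhibition or plain growth inhibition; 0% = median of DMSO wells and 100% = positive control at its reference dose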
RGS4 pot: RGS4 potentiators or activators, primary screen, cell-based, HEK293 M3R inducible RGS4, calcium flux | carbachol calcium flux Fluo4; active compounds read low | B-score at 10 µM | 310,000 compounds, 0.92% hits | AID 463111, 2010;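 active means B-score of the integrated calcium signal more than 4 SD below the library mean, with starting fluorescence not abnormally high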;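 further: negative B-score means reduced calcium response which marks RGS4 activation or potentiation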
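Assay system: Inducible-RGS4 HEK293 cells carrying M3 receptor | Schedule: Compound preincubation 20 min at room temperature before agonist | Signal: Kinetic calcium fluorescence imaging with Fluo4-AM dye, 2 µM | Read-out basis: B score from integrated fluorescence ratio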
hERG rescue: hERG rescue from dofetilide block, primary screen, cell-based, CHO-hERG, FluxOR thallium flux, dofetilide IC70; Voltage-gated inwardly rectifying potassium channel KCNH2 (Homo sapiens), Q12809; dofetilide IC70 present; activation (rescue from dofetilide block), less the hit threshold, % at 10 µM; 310,000 compounds, 0.51% hits; AID 1511, 2009;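 active means activation above the mean of controls blocked by dofetilide plus 5 SD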;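 further: thallium influx through hERG after potassium depolarization seen as dye fluorescence rise; in these data hits start at about 4.7%; inactives centre near -7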
HDAC3 inhib: HDAC3 deacetylase inhibitors, primary screen, biochemical, fluorescence, cell-free homogeneous; Histone deacetylase 3 (Homo sapiens), O15379; recombinant HDAC3, fluorogenic peptide/trypsin coupled; inhibition, % at 8.3 µM; 320,000 compounds, 0.15% hits; in the data active means inhibition above about 26%, passing the limit was not always enough; inconclusive means no clear call, values can overlap the other calls
KCNK3 inh: human KCNK3 channel inhibitors, primary screen, CHO cells, FluxOR thallium flux, B-score. Potassium channel subfamily K member 3 (Homo sapiens), O14649. FluxOR fluorescence; active compounds read low. B-score at 10 µM. 340,000 compounds, 0.84% hits. AID 602410, 2012;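 active means B-score under library mean minus 4 SD, starting fluorescence ratio at most library mean plus 5 SD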;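 further: more negative B-score means stronger inhibition of thallium flux through KCNK3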
Numbers without * were called inactive; i = inactive; u = inconclusive; x = no result given. Hits appear at their usual frequency, and some 6.3% of all compounds hit somewhere here.

SMILES	KCNK9 inh	TMEM16A inh	RGS4 block	KCNQ1 act	KCNQ1 block	ANO1 activ	SKKanGAS inh	RGS4 pot	hERG rescue	HDAC3 inhib	KCNK3 inh
CC(=O)c1ccc(S(=O)(=O)Oc2ccc(-c3ccc(C(=O)O)cc3)cc2)cc1	i	i	i	i	i	i	5	i	-3	3	i
COC(=O)CCN(C(C)=O)c1ccc(N)cc1	i	i	i	i	i	i	1	i	-4	-4	i
COC(=O)c1ccc(Cn2nc([N+](=O)[O-])c(Br)c2C)cc1	i	i	i	i	i	i	5	i	-5	5	i
CCC(Sc1nc(N)cc(=O)[nH]1)C(=O)Nc1cc(C)on1 (stereo not given)	i	i	i	i	i	i	7	i	-1	-2	i
Cc1cccc(NC(=O)CSc2nnc(-c3ccccc3)n2N)c1	i	i	i	i	i	i	-8	i	-15	0	i
Cc1ccc(CNc2nc3ccccc3n2C)o1	i	i	i	i	i	i	-5	i	-10	-2	i
CO/N=C/C(=N\Nc1cc(OC)cc(OC)c1)C(=O)c1ccccc1	i	i	i	i	i	i	23	i	-13	5	i
COc1ccc(S(=O)(=O)NC2CC(C)(C)NC(C)(C)C2)c2ccccc12	i	i	i	i	i	i	0	i	-5	3	i
CCN(CC)S(=O)(=O)c1ccc(F)c(C(=O)OC2CC(C)OC2=O)c1 (stereo not given)	i	i	i	i	i	i	-4	i	-8	-3	i
CC(/C=N/NC(=O)c1nnn(-c2nonc2N)c1CN1CCCCC1)=C\c1ccccc1	i	i	i	i	i	i	6	i	-10	-1	i

By substructure: the entries above with an aryl thioether with sulfur outside any ring
SMILES	KCNK9 inh	TMEM16A inh	RGS4 block	KCNQ1 act	KCNQ1 block	ANO1 activ	SKKanGAS inh	RGS4 pot	hERG rescue	HDAC3 inhib	KCNK3 inh
CCC(Sc1nc(N)cc(=O)[nH]1)C(=O)Nc1cc(C)on1 (stereo not given)	i	i	i	i	i	i	7	i	-1	-2	i
Cc1cccc(NC(=O)CSc2nnc(-c3ccccc3)n2N)c1	i	i	i	i	i	i	-8	i	-15	0	i

The list goes on:
SMILES	KCNK9 inh	TMEM16A inh	RGS4 block	KCNQ1 act	KCNQ1 block	ANO1 activ	SKKanGAS inh	RGS4 pot	hERG rescue	HDAC3 inhib	KCNK3 inh
Cc1ccc(NC(=O)c2ccc(Nc3c([N+](=O)[O-])cc([N+](=O)[O-])cc3[N+](=O)[O-])cc2)cc1	i	i	i	i	i	i	23	i	-2	-3	i
CN(C)c1ccc(/C=N/NC(=O)c2ccccc2)cc1	i	i	i	i	i	i	7	i	-12	2	i
O=C(O)c1ccccc1NC1CCCCC1NS(=O)(=O)c1ccccc1 (stereo not given)	i	x	i	i	i	i	5	i	-7	x	i
O=C(c1ccco1)N1CCN(c2ccc([N+](=O)[O-])c(N3CCOCC3)c2)CC1	i	i	i	i	i	i	-4	i	-9	13	i
CCOC(=O)c1ccc(NC(=S)N2CCN(CCN=CC3=C(O)CC(C)(C)CC3=O)CC2)cc1	i	i	i	i	i	i	-1	i	-16	-1	i
CN(C)C1(CNC(=S)Nc2ccccc2C(F)(F)F)CCCCC1	i	i	i	i	i	i	4	i	-19	-2	i
COc1ccc(C(=O)Nc2nnc(CC(=O)N/N=C/c3ccc(O)cc3O)s2)cc1	i	i	i	i	i	i	8	i	-3	-1	i
FC(F)Oc1ccc(-n2cc(-c3ccccc3)[n+]3c2CCCCC3)cc1	i	i	i	i	i	i	1	i	-17	1	i
Cc1nc(Cl)cc(N/N=C/c2ccccc2)n1	i	i	i	i	i	i	-4	i	-5	11	i
Cc1ccc(N(CC(=O)NCc2ccccn2)S(=O)(=O)c2ccccc2)cc1C	i	i	i	i	i	i	2	i	-2	0	i
Cc1ccc(CC(=O)Nc2ccc(S(=O)(=O)N3CCOCC3)cc2)cc1	i	i	i	i	i	i	-6	i	-10	2	i
Oc1c(C(c2cccs2)N2CCOCC2)sc2ncnn12 (stereo not given)	i	i	i	i	i	i	2	i	-5	5	i
O=C(COc1cc2oc(=O)c3c(c2cc1Cl)CCC3)Nc1ccc(CN2CCOCC2)cc1	i	i	i	i	i	i	9	i	-11	-1	i
COc1cccc(NC(=O)CSc2nnc(-c3cccs3)n2C)c1	i	i	i	i	i	i	0	i	-6	-5	i
COc1cc(NC(=O)C/C(C)=N/NC(=O)C(=O)NC2CCCCC2)c(OC)cc1Cl	i	i	i	i	i	i	-4	i	-11	-6	i
CC(Cl)C(=O)Nc1ncc(C(F)(F)F)cc1Cl (stereo not given)	i	i	i	i	i	i	-6	i	-9	-9	i
Cc1ccc2nc(N(CCCN(C)C)C(=O)CN3C(=O)c4ccccc4C3=O)sc2c1	i	i	i	i	i	i	0	i	-20	x	i
O=c1[nH]cc(N(CCO)CCO)c(=O)[nH]1	i	i	i	i	i	i	-7	i	-14	4	i
CCN1CCN(Cc2c(O)ccc3c(=O)c(-c4ccc(OC)c(OC)c4)c(C(F)(F)F)oc23)CC1	i	i	i	i	i	i	1	i	-8	8	i
O=C(Nc1nc2ccc(F)cc2s1)C1=NN(c2ccccc2)C(=O)CC1	i	i	i	i	i	i	7	i	-13	0	i
CCOC(=O)CC(NC(=O)c1cccs1)c1ccc(C)cc1 (stereo not given)	i	i	i	i	i	i	3	i	-3	4	i
COc1ccc(/C=C/c2nc3ccccc3n2C)cc1	i	i	i	i	i	i	66*	i	-11	5	i
O=[N+]([O-])/C=C/c1cc2ccccc2[nH]1	i	i	i	i	6*	i	-5	i	-9	x	i
COc1ccc(-c2nc(SCC(=O)NC3CCCC3)c(-c3ccc(OC)cc3)[nH]2)cc1	i	i	i	i	i	i	14	i	-16	8	i
COc1ccc(NC(=O)C(CC(C)C)NC(=O)C2CCC(C)CC2)cc1 (stereo not given)	i	i	i	i	i	i	-12	i	-8	1	i
CCN1CCN(C(=O)CN(Cc2ccccc2)S(C)(=O)=O)CC1	i	i	i	i	i	i	-13	i	-14	x	i
CCC(C(=O)O)N1C(=O)C2CCCCC2C1=O (stereo not given)	i	i	i	i	i	i	-1	i	-3	-1	i
Cc1sc2ncnc(N3CCC(C(=O)Nc4nnc(SCc5ccccc5F)s4)CC3)c2c1C	i	i	i	i	i	i	u	i	-12	1	i
Cc1cc2ccccn2c1C(C[N+](=O)[O-])c1ccc(N(C)C)cc1 (stereo not given)	i	i	i	i	i	i	-2	i	-2	u	i
Cc1cc(N)n(-c2ccc3ccccc3c2)n1	i	i	i	i	i	i	-5	i	-5	-7	i
Cc1cc(NCCCn2ccnc2)n2nc(-c3ccc(Cl)cc3)cc2n1	i	i	i	i	i	i	8	i	-17	5	i
O=C(Nc1ccc(N2CCCC2)cc1)c1cccc(-c2cc3ccccc3oc2=O)c1	i	i	i	i	i	i	8	i	-7	x	-10*
Cc1nc([N+](=O)[O-])c(SCC(O)CCl)n1Cc1ccc(Cl)cc1 (stereo not given)	i	i	i	i	i	i	-11	i	-6	6	i
COc1ccccc1NC(=S)N(CCCN(C)C)Cc1cc2cc3c(cc2[nH]c1=O)OCO3	i	i	i	i	i	i	6	i	-9	-3	i
CCCN(CCC)CC(O)CN(c1cc([N+](=O)[O-])ccc1OC)S(=O)(=O)c1ccccc1 (stereo not given)	i	i	i	i	i	i	3	i	3	2	i
COc1cc(NC(=O)c2cc(-c3ccccc3)on2)cc(OC)c1OC	i	i	i	i	i	i	-8	i	-5	6	i
CC(=O)Nc1ccc(S(=O)(=O)NCCS(=O)(=O)N2CCN(c3ccccc3)CC2)cc1	i	i	i	i	i	i	u	i	-12	-5	i
CCCc1cc(=O)oc2c(C)c(O)c(CN3CCCCC3)cc12	i	i	i	i	i	i	2	i	-5	-70	i
COc1cc(CNCCCN2CCOCC2)ccc1OCC(=O)NC(C)(C)C	i	i	i	i	i	i	5	i	2	0	i
COc1ccc(N2CCN(C(=O)Cc3ccc(OC)c(OC)c3)CC2)cc1	i	i	i	i	i	i	-3	i	-2	-11	i
O=C(Cc1coc(-c2ccc(F)cc2)n1)NC1CCCCC1	i	i	i	i	i	i	-6	i	-5	8	i
CC(=O)NC/C(C)=N\Nc1ccc([N+](=O)[O-])cc1	i	i	i	i	i	i	7	i	-6	0	i
CCC(C(=O)NCCc1ccc(S(N)(=O)=O)cc1)c1ccccc1 (stereo not given)	i	i	i	i	i	i	-6	i	-6	4	i
COc1ccccc1NS(=O)(=O)c1cc(NC(=O)CCC2CCCC2)ccc1N1CCOCC1	i	i	i	i	i	i	15	i	-8	2	i
COc1ccc(-n2ncc3c(N4CCN(c5cc(C)ccc5C)CC4)ncnc32)cc1	i	i	i	i	i	i	-7	i	-8	-1	i
Cc1cccc2sc(N(CCN(C)C)C(=O)/C=C/c3cccs3)nc12	i	i	i	i	i	i	4	i	-6	6	i
COc1ccccc1NC(=S)NNC(=S)Nc1ccc(OC(F)F)cc1	i	i	i	i	i	i	-3	i	-2	2	i
CC(C)CC(=O)N1CCN(C(=O)c2ccc(-c3ccccc3)cc2)CC1	i	i	i	i	i	i	-3	i	-4	-1	i
O=C(CCN1CCc2ccccc2C1)Nc1ccccc1	i	i	i	i	i	i	-8	i	-14	1	i
O=c1cc(-c2ccccc2)nc2cc(-c3ccco3)[nH]n12	i	i	i	i	i	i	4	i	-4	-2	i
COC(=O)C(Cc1ccccc1)NC(=O)CCC(=O)NC(C)CCc1ccccc1 (stereo not given)	i	i	i	i	i	i	-5	i	-3	-6	i
